TGFb SMAD3 inh = qHTS for Inhibitors of TGF-b | HepG2 CAGA-GFP TGF-b/SMAD3 reporter, GFP fluorescence, 18 h; TGF-beta stimulated, 500 pg/mL final | Potency, µM (doses to about 46.1 µM), without a hit: top-dose activity, negative = inhibition, hits mostly inhibitors | 410,000 tested, 1.2% active | AID 588855, 2011; also: potency is read from the fitted curve at half-maximal effect; % is scaled to controls: 0 for no effect and ±100 for the full control effect; nearly all actives have a fitted effect of over 65% in size
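HEPG2 CAGA-GFP cells (1000/well, DMEM with 1% FBS) were pre-incubated 2 h at 37 degrees C, given compound by pin tool, then stimulated with TGF-beta at 500 pg/mL final for 18 h before per-cell GFP fluorescence imaging.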
Nrf2 ARE act = qHTS of Nrf2 Activators. 410,000 tested, 0.31% active. Potency, µM (top dose mostly 46.1 µM), for inactives: at the highest dose activation, usual class: activators. AID 624171, 2012. AREc32 ARE-luciferase reporter (MCF7-derived line), luminescence, 24 h; also: potency is read from the fitted curve at half-maximal effect; % of control where 0% means no effect; nearly all actives have a fitted effect of over 65% in size
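AREc32_Fluc, 1000 cells/well, OPTI-MEM + 5% FBS, o/n 37 deg C 5% CO2; 23 nL cpd by pin tool, 24 hr; Steady-Glo 30 min RT, luminescence.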
A549 viability = Nrf2 qHTS screen for inhibitors: counterscreen for cytotoxicity; A549 ARE-Fluc cells, CellTiter-Fluor viability, 18-24 h; Potency, µM (highest dose often 46 µM), for inactives: at the top dose activity change, negative = cytotoxicity, hits mostly inhibitors; 390,000 tested, 0.16% active; AID 504648, 2011; also: potency is read from the fitted curve at half-maximal effect; % is scaled to controls: 0 for no effect and ±100 for the full control effect
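Cytotoxicity counterscreen: CellTiter-Fluor fluorescence was measured in A549 ARE_Fluc cells after 18-24 h of compound exposure in a concentration series. The subsequent BugLite luminescent read reports ARE-luciferase activity.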
HepG2 tox = qHTS for Inhibitors of TGF-b: Cytotox Counterscreen. 410,000 tested, 0.76% active. Potency, µM (highest dose often 46.1 µM), inactives show at the top dose activity change, negative = cytotoxicity, actives largely listed as cytotoxic. HepG2 CAGA-GFP viability, ATP luminescence, 18 h; also: potency is read from the fitted curve at half-maximal effect; some results filed as inactive show a strong effect at the top dose
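HepG2 CAGA-GFP cells (1000/well, DMEM with 1% FBS) received compound, then TGF-beta at 500 pg/mL final, and were incubated 18 hours at 37 degrees C. Viability was read by CellTiter-Glo luminescence. Media-only wells were set as complete cell-killing and DMSO as no toxicity.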
Nrf2 inh = Nrf2 qHTS screen for inhibitors; A549 ARE-Fluc reporter, luciferase luminescence, 18-24 h; Potency, µM (highest dose often 46 µM), for the others: at the highest dose activity change, negative = inhibition, actives largely listed as inhibitors; 360,000 tested, 2.1% active; also: potency is read from the fitted curve at half-maximal effect; % is scaled to controls: 0 for no effect and ±100 for the full control effect; nearly all actives have a fitted effect of over 60% in size
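Quantitative HTS in A549 cells stably bearing an antioxidant response element-firefly luciferase construct. Inhibition of Nrf2-driven transcription was scored by luminescence after 18-24 h of compound exposure at 37 °C.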
IL-1B inflam inh = qHTS for Inhibitors of Inflammasome Signaling: IL-1-beta AlphaLISA Primary Screen; THP-1 LPS/ATP IL-1B secretion, AlphaLISA, 16 h; active compounds read low; activity change, % at 57.5 µM; 360,000 tested, 4.7% active; AID 743279, 2014; in the data active = activity change below about -50%; inconclusive = mostly about -30% to -49%; also: % is scaled to controls: 0 for no effect and ±100 for the full control effect
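THP-1 cells pretreated 1 hr with compounds (up to 57.5 uM final), then stimulated with LPS (250 ng/mL final) plus ATP (1.25 mM final); secreted IL-1B measured by AlphaLISA after 16 hr, decreased signal indicating inhibition.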
MCF10A rereplic = A quantitative high throughput screen for small molecules that induce DNA re-replication in MCF 10a normal breast cells. MCF 10A DNA re-replication, Hoechst nuclear intensity, 48 h. Potency, µM (top dose mostly 46.1 µM), for the others: at the highest dose activity, positive = re-replication, actives largely listed as activators. 350,000 tested, 2.9% active. AID 624296, 2012; also: potency is read from the fitted curve at half-maximal effect; % of control where 0% means no effect; nearly all actives have a fitted effect of over 50% in size
ATXN2 expr inh = Primary qHTS for Inhibitors of ATXN expression. AID 1745845, 2022. Potency, µM (doses to about 57 µM), for inactives: at the top dose activity change, negative = inhibition, actives largely listed as inhibitors. HEK-293 ATXN2-luciferase reporter, luminescence, 24 h. 360,000 tested, 0.72% active; also: potency is read from the fitted curve at half-maximal effect; % is scaled to controls: 0 for no effect and ±100 for the full control effect; nearly all actives have a fitted effect of over 55% in size
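ATXN2-luciferase reporter cells (luciferase flanked by upstream and downstream ATXN2 gene portions) were treated 24 h at 37 °C with compounds at up to 57 uM. SteadyGlo luminescence gave expression; GF-AFC fluorescence gave viability.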
S2 tox = Viability Counterscreen for Primary qHTS for Inhibitors of ATXN expression; S2 cells (HEK-293 line with an ATXN2-luciferase reporter) viability, CellTiter-Fluor protease fluorescence, 24 h; Potency, µM (top dose mostly 56.7 µM), usual class: cytotoxic; 400,000 tested, 0.49% active; AID 651635, 2014; also: potency is read from the fitted curve at half-maximal effect; nearly all actives have a fitted effect of over 40% in size
* = called active by the depositor; i = inactive; u = inconclusive; x = not tested or not shown; & = joins results of further samples; [ ] = another dose, or the depositor's remark. Unless noted, calls follow the shape of the dose curve; as a rule, active = well fitted curve in the direction sought with a large enough effect; inconclusive = small, poorly fitted or top-dose-only effect, or another doubt; inactive = no such curve, though single readings can be large; an effect the other way counts as inactive or inconclusive. Compounds as they come, and some 8.8% of all compounds hit somewhere here.

compound | MCF10A rereplic | A549 viability | ATXN2 expr inh | Nrf2 ARE act | IL-1B inflam inh | TGFb SMAD3 inh | Nrf2 inh | S2 tox | HepG2 tox
O=c1[nH]cnc(CN2CCCCC2)c1O | 3.5% | -3.5% | 9.3% | -0.5% | 10.6 | 0.8% | 7.5% | i | 2.3%
COc1ccccc1CNS(=O)(=O)c1ccc2c(c1)CC(C)N2C(=O)C1CC1 (stereo not given) | 9.5% | 0.8% | x | 4.2% | -0.5 | u | 16.0% | u | -73.5%
Cc1cc(C)nc(NC(=O)C(C)C)n1 | -0.4% | -0.2% | 6.0% | 0.0% | 13.0 | 1.0% | 26.0% | i | 4.4%
COc1ccc2ccccc2c1/C=N\n1c(C)cc(C)c(C(N)=O)c1=O | u | -4.3% | -5.0% | -0.3% | 9.2 | 2.0% | -16.3% | i | -1.4%
COc1cc(C(C)=O)ccc1OCCCN1CCC(Cc2ccccc2)CC1 | 2.6% | -4.9% | -23.6% | -2.3%[9.22 µM] | -55.4* | 18.6% | 8.4% | u | -19.9%
O=S(=O)(NCCN1CCOCC1)c1ccc2ccccc2c1 | 36.9% | -2.9% | -7.8% | -1.6% | -17.2 | -2.4% | 2.2% | i | -4.3%
Cc1ccc(C)c(NC(=O)C2CCCN2S(=O)(=O)c2ccc3c(c2)n(C)c(=O)c(=O)n3C)c1 (stereo not given) | 16.2% | 10.0%&-0.2% | 0.0% | -1.1%&0.6% | -2.1 | -1.3%&-4.9% | -9.9%&-6.5% | i | 1.0%&-4.9%
O=[N+]([O-])c1cc(/C=N/N2CCN(c3ccccc3)CC2)ccc1Cl | -1.3% | -11.0% | 7.2% | 3.7% | 1.6 | -0.3% | 4.5% | u | 10.8%
CCOC(=O)N/N=C(\CCC(=O)O)c1cccs1 | 17.4% | 9.3% | 31.6%[activator] | -0.2% | 5.4 | -14.2% | 5.7% | i | 1.3%
Cc1snc(SCC(=O)N/N=C(\N)COc2cccc(C(F)(F)F)c2)c1C#N | 12.1% | -10.0% | -3.7% | 5.6% | 21.7 | 25.9% | -5.9% | i | -8.3%
O=C(Nc1ccc(Cl)c(S(=O)(=O)N2CCOCC2)c1)c1ccc2c(c1)OCO2 | u | -18.2% | u | 0.9% | u | -5.1% | u | u | -24.9%
CCc1noc(C)c1C(=O)NNC(=O)COc1ccc(Br)cc1 | u | 3.6% | 0.1% | -0.6% | -2.0 | 7.9% | 1.1% | x | -2.7%
Cc1ccc(N2C(=O)SC(N(CC(=O)O)c3ccc(C)cc3)C2=O)cc1 (stereo not given) | 17.5% | -4.9% | x | 0.6% | 18.1 | -0.3% | -14.2% | i | 6.5%
Cc1ccc(CCNC(=O)c2cc(S(=O)(=O)N3CCCCC3)c[nH]2)cc1 | 3.2% | 2.4% | 3.9% | 0.1% | 0.0 | -4.5% | u | i | -3.3%
CCC(CO)n1c(=S)[nH]c2cc(OC)c(OC)cc2c1=O (stereo not given) | u | 1.1% | -19.0% | -0.2% | 13.7 | 3.6% | -10.2% | i | -2.1%
Cc1ccc(-n2nc(C)c3c(C)cc(=O)n(CC(=O)NCc4ccc(OC(C)C)cc4)c32)cc1 | x | 19.9% | -6.0% | -0.1% | x | -7.5% | u | i | -19.1%
COCCNC(=O)C1CCC(CNS(=O)(=O)c2cccc3nsnc23)CC1 (stereo not given) | -1.3% | -8.2% | -3.5% | -0.3% | -5.1 | 8.3% | -15.7% | i | 6.9%
COC(=O)C1=CN(c2cccc(C(F)(F)F)c2)C=C(C(=O)OC)C1c1ccc(O)c(OC)c1 | u | -15.2% | -28.4% | 2.3% | -50.9* | u | -21.3% | u | -6.8%
CCc1ccc(NC(=O)CN2CCCN(S(=O)(=O)c3ccc(F)cc3)CC2)cc1 | u | -1.1% | -11.7% | 0.1% | -59.2* | 0.8% | -15.0% | i | -5.3%
Cc1ccc(N2CC(C(=O)OCC(=O)Nc3cc(C)on3)CC2=O)c(C)c1 (stereo not given) | 9.2% | 6.5% | -5.7% | -0.6% | 16.5 | -0.2% | 0.2% | i | -4.8%

2 neighbouring records out of the list so far, for reference:
compound | MCF10A rereplic | A549 viability | ATXN2 expr inh | Nrf2 ARE act | IL-1B inflam inh | TGFb SMAD3 inh | Nrf2 inh | S2 tox | HepG2 tox
CCc1ccc(NC(=O)CN2CCCN(S(=O)(=O)c3ccc(F)cc3)CC2)cc1 | u | -1.1% | -11.7% | 0.1% | -59.2* | 0.8% | -15.0% | i | -5.3%
Cc1ccc(N2CC(C(=O)OCC(=O)Nc3cc(C)on3)CC2=O)c(C)c1 (stereo not given) | 9.2% | 6.5% | -5.7% | -0.6% | 16.5 | -0.2% | 0.2% | i | -4.8%

(continued)
compound | MCF10A rereplic | A549 viability | ATXN2 expr inh | Nrf2 ARE act | IL-1B inflam inh | TGFb SMAD3 inh | Nrf2 inh | S2 tox | HepG2 tox
COc1ccc(C2CC(=O)c3cnc(Nc4cc(C)cc(C)c4)nc3C2)cc1 (stereo not given) | u | u | 1.0% | -0.5% | -9.0 | -9.2% | u | i | -3.1%
O=C1c2ccccc2C(=O)N1c1ncc(Cc2ccc(Cl)cc2)s1 | 11.1% | 5.7% | 1.4% | -0.6% | 15.1 | -19.1% | 14.5% | i | -7.8%
COc1cccc(NS(=O)(=O)c2ccc3c(c2)N(C)C(=O)CC(=O)N3C)c1 | x | -5.6% | 11.1% | -0.3% | x | -6.5% | -23.9% | i | -3.4%
Cc1ccc(NC(=O)C2CCCN(S(=O)(=O)c3c(C)noc3C)C2)c(C)c1 (stereo not given) | -2.7% | 7.1% | -14.2% | 0.1% | -1.2 | -8.2% | -16.6% | i | -64.0%
Cc1ccc2cc(CCNC(=O)C3CCCC3)c(=O)[nH]c2c1 | 10.8% | -0.1% | 2.7% | -1.1% | 35.0 | 1.9% | 7.7% | i | 4.9%
COc1ccc(NC(=O)CNC(=O)Cn2cnc3sc4c(c3c2=O)CCCC4)cc1OC | 1.6% | -3.6% | 1.3% | -0.8% | 0.0 | 5.2% | 4.9% | i | -0.1%
COc1ccc(CNC(=O)c2cc3c(=O)n4cccc(C)c4nc3n(CC3CCCO3)c2=N)cc1 (stereo not given) | 8.2µM* | 4.3% | -13.5% | -0.6% | 20.1 | 3.3% | 20.5% | i | -1.0%
Cc1ccc(CNC(=O)c2ccc(N3CCC4(CC3)CC(c3ccccc3)=NO4)c(NC(=O)c3cccc(C)c3)c2)cc1 | -9.7% | -4.3% | 0.4% | 0.1% | 2.3 | 1.4% | -20.6% | i | 0.8%
Cc1nn(CCC(=O)NCc2cccc(Br)c2)c(=O)c2nn(-c3ccccc3)c(C)c12 | x | 5.7% | x | 3.1% | x | -22.4% | -24.4% | x | -29.5%
CCCCN(C=O)c1c(CC)nc2ccc(C(=O)N3CCN(C(C)=O)CC3)cn12 | x | x | 3.9% | -0.9% | 4.9 | 6.9% | x | i | -1.2%
Cc1ccc(OCC(=O)OCC(=O)Nc2ccc3c(c2)OCO3)cc1C | -3.7% | -0.7% | 1.5% | 1.6% | 8.8 | -0.8% | 9.2% | i | 1.9%
Cc1ccc(S(=O)(=O)N2CC=C(C(=O)NC3CC3)CC2)cc1 | -1.4% | 0.2% | -12.7% | -0.1% | -5.4 | -16.2% | 1.4% | i | 5.5%
O=C1CCC(C(=O)NC2(C(=O)NC3CCCCC3)CCCCC2)N1 (stereo not given) | -3.1% | -2.4% | -1.9% | -0.8% | 0.0 | -14.8% | -2.8% | i | 0.4%
O=C(Nc1ccc(N2CCOCC2)nc1)c1cccs1 | 4.3% | 0.8% | 13.8% | 0.6% | -3.4 | 7.8% | u | i | 7.0%
Cc1ccc2[nH]cc(C(=O)NCc3cccs3)c(=O)c2c1 | -0.9% | -12.4% | -13.3% | -0.7% | -70.5* | -0.8% | u | i | -2.2%
O=C(COc1ccc(C(=S)N2CCCC2)cc1)Nc1ccc(F)cc1 | u | -8.5% | 15.1% | -0.6% | 0.0 | 10.7% | -15.7% | i | -4.4%
CCN(CC)S(=O)(=O)N1CCC(C(=O)NCc2ccc(C)cc2)CC1 | 1.2% | 1.2% | 0.8% | -0.5% | -4.5 | 5.1% | -13.2% | i | 7.8%
CCN(CC)CCN(C)C(=O)CCc1nnc(-c2ccc(C)s2)o1 | u | 1.8% | 7.2% | 2.7% | -11.7 | 2.7% | 3.3% | u | -12.8%
FC(F)(F)c1cccc(-c2cc3ccccc3nc2N2CCCC2)c1 | u | 1.2% | -9.9% | 0.0% | 34.4 | u | x | i | -40.8%
Cc1nc2nc(C)c(CCC(=O)NCc3ccc4c(c3)OCO4)c(C)n2n1 | -0.3% | 10.0% | 5.8% | -0.5% | 19.8 | 8.7% | -2.3% | i | -2.0%
O=C(NCCc1ccc(F)cc1)C(=O)Nc1cc2c3c(c1)CC(=O)N3CCC2 | 10.5% | 6.4% | -2.2% | 2.4% | -7.7 | 4.0% | u | i | -24.3%
COc1ccc(Cc2nc3ccc(C(=O)NCc4cc(C)no4)cc3o2)cc1OC | 16.6% | 1.4% | 7.4% | 0.1% | 24.7 | 0.0% | u | u | -4.1%
Cc1ccc(C(=O)Nc2nnc(S(=O)(=O)N3CCOCC3)s2)cc1 | 13.3% | -0.1%&13.7% | 9.2% | -0.7%&-1.1% | -0.4 | -3.5%&6.0% | u | i | -5.1%&1.0%
CCOC(=O)c1ccc(O)c(-n2cc3c(c2-c2ccccc2)c(=O)n(C)c(=O)n3C)c1 | x | x | -9.6% | 4.5% | 22.7 | -8.2% | x | i | -23.6%
CCc1ccc(S(=O)(=O)Nc2ccc(-c3ccc(N4CCCCCC4)nn3)cc2)cc1 | x | 7.8% | 24.5% | -0.7% | x | -4.9% | x | i | 2.5%

Screening data: PubChem BioAssay, National Center for Advancing Translational Sciences (NCATS)
